# CXCR6 inh – CXCR6 (human) receptor inhibition. O00574. CHO-K1 PathHunter CXCR6 beta-arrestin, luminescence. inhibition, % at 20 µM. hit rate 0.36% among 360,000. AID 602244; in the data active means inhibition above about 34%, passing the limit was not always enough;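 further: antagonist mode with CXCL16 agonist at 10 nM final; 0% = 10 nM CXCL16 with DMSO and 100% = unstimulated wells without agonist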
# Target sequence (O00574 whole entry, looked up): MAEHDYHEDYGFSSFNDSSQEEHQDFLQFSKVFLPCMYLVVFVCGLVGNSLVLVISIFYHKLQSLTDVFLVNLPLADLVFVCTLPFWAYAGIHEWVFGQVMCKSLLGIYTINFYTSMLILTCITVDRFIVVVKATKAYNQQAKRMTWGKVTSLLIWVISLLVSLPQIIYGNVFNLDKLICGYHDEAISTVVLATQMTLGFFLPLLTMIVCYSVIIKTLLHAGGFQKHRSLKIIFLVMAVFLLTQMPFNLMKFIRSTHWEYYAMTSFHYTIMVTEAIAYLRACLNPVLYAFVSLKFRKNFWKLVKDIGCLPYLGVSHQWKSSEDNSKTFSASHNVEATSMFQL
# EBI2 antag – EBI2 (human) antagonism; P32249; EBI2 beta-arrestin recruitment, luminescence, 7a,25-OHC stimulated; inhibition, % at 5 µM; hit rate 0.81% among 360,000; in the data active means inhibition above about 38%;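 further: enzyme fragment complementation signal reports receptor beta-arrestin coupling in cells; 0% = agonist plus DMSO wells and 100% = wells without agonist; some results beyond the cut were filed as inactive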
# Target sequence (P32249 whole entry, looked up, the tested form may be a part): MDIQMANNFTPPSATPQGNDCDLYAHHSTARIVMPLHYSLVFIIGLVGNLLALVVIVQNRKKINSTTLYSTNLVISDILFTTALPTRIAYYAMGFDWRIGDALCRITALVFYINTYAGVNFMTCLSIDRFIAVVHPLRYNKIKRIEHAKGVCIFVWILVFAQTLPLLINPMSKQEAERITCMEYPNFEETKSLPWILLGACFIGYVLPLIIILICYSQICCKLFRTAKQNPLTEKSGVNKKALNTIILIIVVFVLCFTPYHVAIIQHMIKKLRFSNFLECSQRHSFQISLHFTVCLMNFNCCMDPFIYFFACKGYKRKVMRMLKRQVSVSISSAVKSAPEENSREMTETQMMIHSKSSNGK
# The depositor's hits bear a star.
nr | CXCR6 inh | EBI2 antag | molecule
1 | 6 | -5 | COC(=O)[C@H]1C[C@H](OC(=O)NCC2CCCCC2)[C@@]2(O)CN(S(=O)(=O)c3ccc(C)cc3)CC2[C@H]1C(=O)OC (stereo not given in full)
2 | -3 | -13 | CC1(C(=O)NS(=O)(=O)Cc2cccc(Cl)c2)CCN1C(=O)c1cccc(F)c1 (stereo not given)
3 | 2 | -3 | Cc1nc2ccc(NC(=O)C3(C)CCCN(C(C)C)C3)cc2o1 (stereo not given)
4 | 3 | 19 | Nc1c(C(=O)Nc2ccccc2)sc2nc(N3CCOCC3)c3c(c12)CCCC3
5 | -2 | 16 | CC(Cl)=CCn1c(NCCc2ccccc2)nc2c1c(=O)n(C)c(=O)n2C
6 | 2 | -11 | CCc1ccc2cc(F)cc(F)c2n1
7 | 9 | 14 | CC(C)c1ccc(NC(=O)C2(C)Cc3c(-c4cccc(C(N)=O)c4)ccnc3O2)cc1 (stereo not given)
8 | 0 | -25 | CC(=O)N1C(=O)C2(NCC(C)N2)c2ccccc21 (stereo not given)
9 | 1 | 10 | Cc1ccc(S(=O)(=O)N(C)C[C@H]2OCc3cnnn3CCCC(=O)N([C@@H](C)CO)C[C@H]2C)cc1
10 | 2 | -11 | COc1cccc(C(C)=NNc2ccc([N+](=O)[O-])cc2[N+](=O)[O-])c1OC
11 | 2 | -7 | Cc1ccc(C(=O)NCc2ccc3c(c2)OCO3)c(Cl)c1
12 | 5 | -5 | C[C@H]1CN([C@@H](C)CO)C(=O)CCCn2nncc2CO[C@H]1CN(C)S(=O)(=O)c1ccccc1
13 | 7 | 0 | CC(C)N1CCC(C)(C(=O)Nc2cccc3c2CCCC3)C1 (stereo not given)
14 | 1 | -2 | c1cc(-c2ccsc2)n2ccnc2c1
15 | 1 | -11 | O=C(NCc1cc(C(F)(F)F)ccc1Cl)c1cccc2c1C(=O)c1ccc(N3CCC(N4CCCCC4)CC3)cc1S2(=O)=O

# Some of these compounds in order of heavy-atom count, high to low.
nr | CXCR6 inh | EBI2 antag | molecule
9 | 1 | 10 | Cc1ccc(S(=O)(=O)N(C)C[C@H]2OCc3cnnn3CCCC(=O)N([C@@H](C)CO)C[C@H]2C)cc1
3 | 2 | -3 | Cc1nc2ccc(NC(=O)C3(C)CCCN(C(C)C)C3)cc2o1 (stereo not given)
8 | 0 | -25 | CC(=O)N1C(=O)C2(NCC(C)N2)c2ccccc21 (stereo not given)

# New compounds follow:
nr | CXCR6 inh | EBI2 antag | molecule
16 | -12 | -3 | C#CCn1c2ccccc2c(=O)n1C(C)C
17 | -4 | -4 | Cc1ccc(O)c(Cc2cc(C)cc(Cc3cc(C)ccc3O)c2O)c1
18 | 5 | 12 | O=C1NC[C@@H](CCCCN2C[C@H](Cc3ccccc3)N(CC3CCCCC3)C(=O)C2=O)N(CCc2ccccc2)C1=O
19 | 3 | -6 | C[C@H]1CN([C@@H](C)CO)C(=O)CCCn2nncc2CO[C@@H]1CN(C)Cc1ccc(Oc2ccccc2)cc1
20 | 1 | -1 | Cc1nc(NC(=O)C(C)(C)C)sc1C(=O)Cn1cc(CCc2ccccc2)nn1
21 | 14 | 15 | COc1ccc(-c2nc3ccc(C)cn3c2Cc2ccc(C)cc2)cc1OC
22 | -4 | -5 | CN(C)CCNc1nc(Oc2cccc(F)c2)c2sccc2n1
23 | -1 | -9 | Cc1ccc(S(=O)(=O)N(C)c2ccc(C(=O)NCC(c3ccco3)N3CCCC3)cc2)cc1 (stereo not given)
24 | 0 | 1 | NC(=NCc1ccccc1)NN=Cc1ccnc2ccccc12
25 | 0 | -11 | Cn1cc(/C=C(\NC(=O)c2ccccc2)C(=O)NCCCn2ccnc2)c2ccccc21
26 | -10 | -2 | COc1cccc(Nc2nc(C(N)C3CCCCC3)cs2)n1 (stereo not given)
27 | 0 | 1 | Cc1ccc(S(=O)(=O)N(C)C[C@H]2Oc3cc(Br)ccc3S(=O)(=O)N([C@H](C)CO)C[C@H]2C)cc1
28 | -2 | 9 | C[C@@H]1CCCCO[C@H](CN(C)Cc2ccc(C(F)(F)F)cc2)[C@H](C)CN([C@@H](C)CO)C(=O)c2cc(NC(=O)Cc3ccccc3)ccc2O1
29 | 0 | -6 | CCOC(=O)C1(C)CCCCCN1C(=O)c1ccccc1F (stereo not given)
30 | -3 | 2 | Cc1ccc(C(O)c2ncc(-c3ccccc3F)[nH]2)cc1F (stereo not given)

# Compounds shown so far containing a halogen:
nr | CXCR6 inh | EBI2 antag | molecule
2 | -3 | -13 | CC1(C(=O)NS(=O)(=O)Cc2cccc(Cl)c2)CCN1C(=O)c1cccc(F)c1 (stereo not given)
5 | -2 | 16 | CC(Cl)=CCn1c(NCCc2ccccc2)nc2c1c(=O)n(C)c(=O)n2C
6 | 2 | -11 | CCc1ccc2cc(F)cc(F)c2n1
11 | 2 | -7 | Cc1ccc(C(=O)NCc2ccc3c(c2)OCO3)c(Cl)c1
15 | 1 | -11 | O=C(NCc1cc(C(F)(F)F)ccc1Cl)c1cccc2c1C(=O)c1ccc(N3CCC(N4CCCCC4)CC3)cc1S2(=O)=O
22 | -4 | -5 | CN(C)CCNc1nc(Oc2cccc(F)c2)c2sccc2n1
27 | 0 | 1 | Cc1ccc(S(=O)(=O)N(C)C[C@H]2Oc3cc(Br)ccc3S(=O)(=O)N([C@H](C)CO)C[C@H]2C)cc1
28 | -2 | 9 | C[C@@H]1CCCCO[C@H](CN(C)Cc2ccc(C(F)(F)F)cc2)[C@H](C)CN([C@@H](C)CO)C(=O)c2cc(NC(=O)Cc3ccccc3)ccc2O1
29 | 0 | -6 | CCOC(=O)C1(C)CCCCCN1C(=O)c1ccccc1F (stereo not given)
30 | -3 | 2 | Cc1ccc(C(O)c2ncc(-c3ccccc3F)[nH]2)cc1F (stereo not given)

# (cont.)
nr | CXCR6 inh | EBI2 antag | molecule
31 | 2 | -4 | COc1ccc(S(=O)(=O)NC(=O)C2(C)CCN2C(=O)c2cccc(F)c2)cc1 (stereo not given)
32 | -6 | 1 | O=C(c1cccs1)N1C[C@@H](O)[C@H](n2cc(C3CC3)nn2)C[C@@H]1c1ccccc1
33 | 2 | 0 | N#CCC(=O)Nc1ccc(C(=O)OCC(=O)Nc2cc(-c3ccccc3)nn2-c2ccccc2)cc1
34 | 4 | -13 | C[C@H]1CN([C@@H](C)CO)C(=O)c2cc(Br)cnc2O[C@@H]1CN(C)S(=O)(=O)c1cn(C)cn1
35 | -1 | -2 | CC(=O)N(C)C[C@@H]1Oc2ncc(Br)cc2C(=O)N([C@H](C)CO)C[C@@H]1C
36 | 10 | 29 | C=C(C)[C@@H]1C2=CC(C(=O)OC)=C(C[C@H](C(=C)C)[C@H]3O[C@H]3C3=C[C@H]1OC3=O)O2
37 | -4 | -1 | OC[C@@H]1CN(C2CCCC2)C[C@H](n2cnc3c(N4CCCC4)ncnc32)O1
38 | 7 | -3 | COc1ccc(CNC(=O)/C=C/[C@H]2O[C@@H](n3cc(C)c(=O)[nH]c3=O)C[C@@H]2O)cc1
39 | -19 | 17 | OC(c1cc(F)cc(Cl)c1)c1ncc(-c2ccc(Cl)cc2)[nH]1 (stereo not given)
40 | 3 | 5 | COC(=O)c1ccc2nc(C3CCCCC3)c(CC(C)(C)C)n2c1
41 | 2 | -4 | CC1=C(C(=O)N(C)C)CC(CC(=O)NCCc2ccccn2)C(=O)N1CCC1=CCCCC1 (stereo not given)
42 | 6 | 6 | CCOC(=O)[C@]12CCC=C1N(Cc1cccc3ccccc13)C(=O)[C@H](CC(=O)NCc1cccs1)C2
43 | -1 | 8 | O=C1C=CN(C2OC(CO)C(O)C2O)C(=O)C1 (stereo not given)
44 | -7 | -7 | O=C(CCN1C(=O)c2ccccc2C1=O)c1cnc[nH]1
45 | 7 | 18 | CCOC(=O)C1=C[C@@H](CC)N(S(=O)(=O)c2ccc(C)cc2)[C@H]1c1ccccc1
46 | -4 | 17 | Cc1ccc(S(=O)(=O)n2cccc2/C=C/[N+](=O)[O-])cc1
47 | 0 | -6 | O=C(Nc1ccc(F)cc1)Nc1nnc([C@@H]2C[C@H](O)[C@@H](CO)O2)s1
48 | -3 | 16 | COc1ccc(Cc2c(C(C)(C)C)nc3ccc(Cl)cn23)c(C)c1
49 | -4 | -8 | COc1ccc(CNC(=O)C2CCCN2C(=O)Nc2cccc(Cl)c2)cc1 (stereo not given)
50 | -7 | -10 | CCOC(=O)C1(C)CCCN1C(=O)c1ccccc1F (stereo not given)
51 | 1 | -9 | Cc1ccc2nc(-c3ccco3)c(CC(C)(C)C)n2c1
52 | -18 | -6 | Cc1cnc(C)c(Nc2nc(C(N)Cc3ccc(C(F)(F)F)cc3)cs2)n1 (stereo not given)
53 | 2 | -4 | O=C(NCc1ccccc1Cl)c1csc([C@@H]2O[C@H](CO)[C@H](O)[C@H](O)[C@H]2O)n1
54 | 7 | -6 | C[C@H](CO)N1C[C@H](C)[C@H](CN(C)Cc2ccncc2)Oc2ncc(Br)cc2C1=O
55 | 6 | 5 | CCOC(=O)[C@]12CCC=C1N(Cc1ccc(Cl)cc1Cl)C(=O)[C@H](CC(=O)N1CCSCC1)C2
56 | -2 | 6 | COc1ccc(CCNC(=O)CSc2nc3c(sc(=S)n3-c3ccccc3)c(=O)[nH]2)cc1OC
57 | -2 | -22 | COC(=O)C1(C)CCCC2(C)c3cc(OC)ccc3C(=O)C(Br)C12 (stereo not given)
58 | -3 | 1 | CCOC(=O)C1=C[C@@H](C(C)(C)C)N(S(=O)(=O)c2ccc(C)cc2)[C@H]1c1cccc(Cl)c1
59 | -3 | 8 | CCOC(=O)C1=CCN(S(=O)(=O)c2ccccc2F)C1c1ccc(Cl)cc1 (stereo not given)
60 | 8 | -5 | Cc1ccccc1-c1ccc2c(c1)O[C@@H](CN(C)Cc1ccc(C(=O)O)cc1)[C@@H](C)CN([C@H](C)CO)S2(=O)=O
61 | 2 | -2 | C[C@@H]1CN([C@H](C)CO)C(=O)CCCn2nncc2CO[C@@H]1CN(C)C(=O)CCC(F)(F)F
62 | 1 | 8 | COc1ccc(CCCNC(=O)C2Cc3c(-c4ccccc4)ccnc3O2)cc1 (stereo not given)
63 | -8 | -4 | CCCCOc1ccc(S(=O)(=O)NC(=O)C2(C)CCN2C(=O)c2cccc(F)c2)cc1 (stereo not given)
64 | 8 | -7 | CCCc1nc2ccc(Cl)cn2c1Cc1ccccc1
65 | 4 | -2 | CCOC(=O)[C@]12CCCC=C1N(Cc1ccc3c(c1)OCO3)C(=O)[C@H](CC(=O)NCc1ccc(C)o1)C2
66 | -1 | -2 | COc1cccc(C(=O)c2ccccc2C(=O)O)c1
67 | -2 | 15 | CC(O)(c1ccccc1)c1nc(-c2cccc(C#N)c2)cs1 (stereo not given)
68 | -3 | -7 | Cc1cccc(N(CC(=O)N2CCCC2)S(C)(=O)=O)c1C
69 | -9 | -6 | COc1ccc(CCNC(=O)Nc2ccc3c(c2)c(=O)n(C)n3Cc2ccc(Cl)cc2)cc1OC
70 | 3 | -1 | COc1ccccc1C#Cc1cnc2c(c1)C(=O)N([C@H](C)CO)C[C@H](C)[C@@H](CN(C)S(=O)(=O)c1cn(C)cn1)O2
71 | 14 | -1 | Brc1ccc2nc(-c3ccccc3)c(Cc3ccccc3)n2c1
72 | 1 | 1 | CC(C)(C)c1ccc(S(=O)(=O)NC(=O)C2(C)CCN2C(=O)C2CC2)cc1 (stereo not given)
73 | -1 | -3 | C[C@@H]1CN([C@@H](C)CO)C(=O)CCCn2nncc2CO[C@H]1CN(C)C(=O)NC1CCCCC1
74 | -1 | -1 | COc1ccccc1-c1cnc(C(O)c2ccc(F)cc2C)[nH]1 (stereo not given)
75 | 5 | -7 | CC(C)OC(=O)N(C)C[C@H]1OCc2cnnn2CCCC(=O)N([C@@H](C)CO)C[C@H]1C
76 | -10 | -8 | CC(=O)Nc1cccc(-c2csc(C(NC(C)=O)c3ccc(F)c(F)c3)n2)c1 (stereo not given)
77 | -4 | -11 | Cc1cccc(C)c1NC(=O)Nc1nc(CN(C)C)cs1
78 | 3 | 11 | CC1(C)C(=Cc2ccccc2)C(=O)c2ccccc21
79 | -3 | -12 | Cc1cccc(C)c1-n1nnnc1C1c2ccccc2C(=O)N1CCCN1CCOCC1 (stereo not given)
80 | 3 | 4 | Cn1c(=O)n(C)c2cc(NC(=O)c3ccccc3)ccc21
81 | 5 | -15 | O=C(CCCN1C(=O)/C(=C\c2cccs2)SC1=S)Nc1ccccc1O
82 | -4 | -1 | CCCNC(=O)c1cc(C2CCCCN2C(=O)c2ccc(C#N)cc2)on1 (stereo not given)
83 | -3 | -2 | CCOC1=C2[C@@H](CN(S(=O)(=O)c3ccc(C)cc3)[C@H]2c2cccc3ccccc23)[C@H]2C(=O)N(C)C(=O)[C@H]2C1
84 | 0 | -6 | CCOC(=O)C1(C)CCN1C(=O)c1oc2ccccc2c1C (stereo not given)
85 | -5 | 10 | CC(=O)Nc1cc(-c2ccc(C(=O)NC3CC3)cc2)cn2c(-c3cccc(C(C)=O)c3)cnc12
86 | 0 | 6 | CCOc1ccc(Cl)cc1-c1cc(C(=O)Nc2cc(OC)ccc2OC)[nH]n1
87 | 5 | -53 | COCCCn1c(C(=O)Nc2ccc3c(c2)OCO3)cc2c(=O)n3cccc(C)c3nc21
88 | 2 | -4 | COc1ccc(OC)c(S(=O)(=O)NC(=O)C2(C)CCN2C(=O)Cc2ccccc2)c1 (stereo not given)

# One compound at a time, from the list above:
# Cc1cccc(C)c1-n1nnnc1C1c2ccccc2C(=O)N1CCCN1CCOCC1 (stereo not given) across the screens: CXCR6 inh = -3; EBI2 antag = -12
# CC(=O)Nc1cc(-c2ccc(C(=O)NC3CC3)cc2)cn2c(-c3cccc(C(C)=O)c3)cnc12 across the screens: CXCR6 inh = -5; EBI2 antag = 10

# Some of the compounds tested. The share of hits here may be higher or lower than overall.
